MDM2 E3 inh = Mdm2 E3 ligase (human) inhibition; Q00987; cell-based MDM2 ubiquitination luciferase reporter, 2 h; 0 = plate control, 100 = twice control, blank-subtracted; signal enhancement, % at 5 µM; 210,000 compounds, 0.11% hits;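 active = signal enhancement of 30% or more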;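 note: luminescence tracks abundance of the self-degrading MDM2-luciferase fusion protein; higher signal means inhibition of MDM2 E3 ligase activity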
Target sequence (Q00987 whole entry, looked up, the tested form may be a part): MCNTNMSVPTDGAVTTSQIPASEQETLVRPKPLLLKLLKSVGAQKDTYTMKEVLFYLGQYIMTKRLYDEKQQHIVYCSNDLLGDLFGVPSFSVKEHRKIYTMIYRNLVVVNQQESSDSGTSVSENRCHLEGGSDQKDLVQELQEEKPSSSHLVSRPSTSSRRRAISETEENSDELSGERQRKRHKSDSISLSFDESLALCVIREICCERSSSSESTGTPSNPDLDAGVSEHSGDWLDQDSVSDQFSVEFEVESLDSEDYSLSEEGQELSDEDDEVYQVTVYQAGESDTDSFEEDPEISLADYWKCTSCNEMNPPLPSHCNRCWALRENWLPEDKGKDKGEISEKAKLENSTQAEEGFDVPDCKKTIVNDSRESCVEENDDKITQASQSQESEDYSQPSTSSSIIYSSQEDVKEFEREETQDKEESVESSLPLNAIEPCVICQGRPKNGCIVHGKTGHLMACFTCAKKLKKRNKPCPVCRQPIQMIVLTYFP
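Test system: mammalian cells stably expressing self-ubiquitinating, self-degrading MDM2 E3–luciferase fusion; Amount: 2000 cells in each well; Medium: DMEM; Schedule: 4 h settle plus 2 h compound, 37 °C; Technique: SteadyLite luciferase luminescence after 15 min room-temperature reagent incubation; Benchmarks: plate control and blank wells.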
FXIIa inh = factor XIIa (human) inhibition; purified FXIIa, Boc-QGR-AMC fluorogenic substrate, 2 h; inhibition, % at 5 µM; P00748; 220,000 compounds, 0.3% hits; in the data active = inhibition above about 40%;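 note: 0% = enzyme with no compound and 100% = blank without enzyme; many of its hits are not listed in these tables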
Wee1 stabilizer = human Wee1 degradation inhibition, primary screen; HeLa Luc-Wee1K328M stability, luciferase luminescence; 100% = proteasome inhibitor MG132 effect; reporter increase, % at 5 µM; 220,000 compounds, 1.2% hits; AID 1321;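 active = activation above the mean of all tested compounds plus 3 SD, set per screening run, cut at about 8.8% in these data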;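 note: cells exposed to compound for 20 h before luminescence read; 0% = DMSO alone and 100% = MG132 at 30 µM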
hK5 inh = kallikrein 5 (human) inhibition; inhibition, % at 5 µM; AID 873; recombinant hK5, fluorogenic AMC substrate cleavage; Q9Y337; 210,000 compounds, 0.59% hits;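 active = inhibition of 40% or more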;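 note: 0% = enzyme controls without compound and 100% = no-enzyme blanks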
Target sequence (Q9Y337 67-293 limits assumed): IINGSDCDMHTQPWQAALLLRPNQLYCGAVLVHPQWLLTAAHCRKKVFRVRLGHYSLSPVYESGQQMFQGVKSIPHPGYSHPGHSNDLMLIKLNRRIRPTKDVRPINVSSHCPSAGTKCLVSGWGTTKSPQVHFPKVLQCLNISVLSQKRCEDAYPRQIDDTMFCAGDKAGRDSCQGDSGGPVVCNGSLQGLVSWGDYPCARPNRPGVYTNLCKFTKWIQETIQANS
14-3-3 Bad PPI = disrupts binding of bovine 14-3-3 zeta to phospho-Bad peptide | P63103 | TR-FRET 14-3-3zeta/Dy647-pBad peptide displacement, 1 h | inhibition, % at 21.7 µM | 220,000 compounds, 0.71% hits | AID 781;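 active = inhibition above about 70%, limit read from the data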;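 note: 0% = full 14-3-3 plus peptide FRET controls and 100% = background without 14-3-3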
Target sequence (P63103 whole entry, looked up): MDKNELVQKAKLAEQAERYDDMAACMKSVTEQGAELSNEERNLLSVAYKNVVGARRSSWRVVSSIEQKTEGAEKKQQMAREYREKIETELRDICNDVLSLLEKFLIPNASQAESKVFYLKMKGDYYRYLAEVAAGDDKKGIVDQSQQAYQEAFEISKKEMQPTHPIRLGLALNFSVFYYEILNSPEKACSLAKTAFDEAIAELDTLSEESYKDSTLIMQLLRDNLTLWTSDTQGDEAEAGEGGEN
eIF4E-4G inh = inhibitors of eIF4E and eIF4G interaction in translation initiation | AID 782 | inhibition, % at 21.7 µM | 220,000 compounds, 0.37% hits | TR-FRET eIF4E-eIF4GI(517-606) binding, 2 h;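 active = inhibition above about 30%, limit read from the data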;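 note: 0% = full FRET control wells and 100% = background wells lacking eIF4GI fragment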
p97 inhibitor = inhibitors of human p97 ATPase | P55072 | recombinant p97 ATPase, Kinase-Glo ATP luminescence, 3 h | inhibition, % at 8 µM | 220,000 compounds, 0.42% hits | AID 1481; in the data active = inhibition above about 15%;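 note: 0% = DMSO vehicle and 100% = wells lacking enzyme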
FXIa inh = blocks human coagulation factor XIa protease activity; P03951; purified FXIa, Boc-Glu-Ala-Arg-AMC fluorogenic substrate; inhibition, % at 5 µM; 220,000 compounds, 0.14% hits; AID 798;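 active = inhibition of at least 40%; inactive = inhibition below 40%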;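 note: fluorescence of freed AMC excited at 355 nm; 0% = enzyme without compound and 100% = no enzyme blank; many of its hits are not listed in these tables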
Rad51 HR inh = blocks human Rad51 in homologous recombination; Q06609; hRad51 DNA strand exchange, fluorescence dequenching; inhibition, % at 10 µM; 200,000 compounds, 0.085% hits; AID 1385;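 active = inhibition above 40% at the single screening dose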;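 note: 0% = DMSO control wells and 100% = blanks with heterologous ssDNA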
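material = hRad51 filaments on single-stranded DNA | reagent = Donor/quencher-labelled 47-bp dsDNA substrate | compound = 10 µM final, single point | schedule = strand-exchange reaction 15 min at room temperature | measured by = fluorescein emission 520 nm, excitation 485 nm | read-out basis = % inhibition versus plate control and blank means | benchmarks = plate controls and plate blanks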
Numbers without * were called inactive; i = inactive; nt = not tested or not shown; [ ] = another dose, or the depositor's remark.

SMILES	MDM2 E3 inh	FXIIa inh	Wee1 stabilizer	hK5 inh	14-3-3 Bad PPI	eIF4E-4G inh	p97 inhibitor	FXIa inh	Rad51 HR inh
O=c1cc(CN2CCN(S(=O)(=O)c3ccccc3)CC2)nc2sccn12	-1	2	0	-2	-14	9	0	-3	17
O=C1C(c2ccccc2)SC(=Nc2ccccc2)N1S(=O)(=O)c1ccccc1 (configuration not stated)	-8	2	1	-16	6[fluorescence artefact?]	-21	-2	4	-2
COC(=O)c1c(NC(=O)CC2SC(N)=NC2=O)sc(C)c1C (configuration not stated)	-3	4	-1	-9	-7	3	1	-4	5
COc1ccc(-n2cnc3c(sc4nc(N5CCOCC5)c5c(c43)CCCC5)c2=O)cc1	-13	0	-1	-16	1	1	-2	-7	-2
CC1(C)Cc2ccccc2C(NNC(=O)c2ccccn2)=N1	-21	18	5	-21	-3	-1	-2	3	1
CCCCOC(=O)c1ccc(NC(C)=O)cc1	-21	15	-2	-8	-4	-8	-4	1	-1
Cc1cc(C(=O)CSc2nnc(N)s2)c(C)n1Cc1cccs1	-55	0	-1	-9	-8	-1	1	-6	-6
O=C1CCCC2=C1C(c1ccc(Cl)cc1)C1C(=O)c3ccccc3C1=N2 (configuration not stated)	2	4	-4	7	13[fluorescence artefact?]	-4	9	-9	7
NS(=O)(=O)c1ccc(CNC(=O)c2scc3c2CCCC3)cc1	-3	0	-3	-11	-11	5	5	-5	28
COc1ccc(CSCCNC(=S)Nc2ccccc2)cc1Cl	-8	9	-3	-2	-24	-3	2	8	8
Cc1ccc(Nc2nc(NCc3ccco3)c3ccccc3n2)cc1	-24	2	2	-25	11	-1	10	-6	9
NNC(=O)c1ccc(N2CCCCCC2)c([N+](=O)[O-])c1	2	11	2	4	-8	-1	6	3	1
CCCCn1cnc2cc(NCc3ccncc3)ccc21	-7	15	1	-23	-6	0	4	29	0
CCOC(=O)NC(=O)C(/C=N/c1sccc1C(=O)OC)=C(\C)O	-2	3	1	-19	-6	-4	7	-1	12
CC(=O)c1ccc(N2CCN(C(=O)COc3ccccc3F)CC2)c(F)c1	3	20	-1	-3	3[fluorescence artefact?]	-2[fluorescence artefact?]	0	9	-7
COc1cccc(-c2nnc(SC(C(=O)c3c[nH]c4ccccc34)c3ccccc3)n2C)c1 (configuration not stated)	-6	9	-2	-21	-5	5[fluorescence artefact?]	3	9	4
O=C(N/N=C/c1ccc(N2CCOCC2)o1)c1cccc(C(F)(F)F)c1	nt	18	-1	8	6	9	-2	12	3
Cc1cc(C)c2nc(C(F)(F)F)nc(NCCCN3CCCC3=O)c2c1	-14	14	-1	-23	0	-11	0	3	5
Cc1cc(C(=O)COC(=O)c2ccc3c(c2)OCO3)c(C)n1CC1CCCO1 (configuration not stated)	-44	11	-3	4	-15	0	-1	1	15
O=C1N=C(N2CCOCC2)S/C1=C\c1ccc(-c2ccccc2Cl)o1	-20	12	-1	-8	7[fluorescence artefact?]	-6[fluorescence artefact?]	3	2	-14
CN(C)S(=O)(=O)c1cccc(C(=O)Nc2cc(Cl)cc(Cl)c2)c1	-8	10	1	2	3	-8	2	1	7
Cc1ccc(-c2nnc3sc(C4COc5ccccc5O4)nn23)cc1 (configuration not stated)	-22	17	-3	-10	2	-8	2	3	0
Fc1ccc2nc(Nc3nc4cc5c(cc4s3)OCCO5)sc2c1	-9	-11	1	-126	-48[fluorescence artefact?]	-16[fluorescence artefact?]	1	-5	-4
COc1ccc(NC(=O)C2=C(C)NC(=O)NC2c2cccc(OC)c2OC)c(OC)c1 (configuration not stated)	-17	5	1	1	-10[fluorescence artefact?]	8[fluorescence artefact?]	-3	-1	1
COC(=O)c1c(C)[nH]c(C(=O)OCC(=O)N2c3ccccc3NC(=O)C2(C)C)c1C	-13	13	-2	-25	-16	6	1	6	0
Cc1cc(C)c(S(=O)(=O)N2CCCC(C(=O)NCCC3=CCCCC3)C2)c(C)c1 (configuration not stated)	-12	17	-2	-11	-1	-2	4	0	nt
Cc1ccc(S(=O)(=O)Nn2c(O)c(C=C3N=c4ccccc4=N3)sc2=S)cc1	-17	13	-2	2	6	5	2	1	14
CCS(=O)(=O)NCCCc1ccccc1	-4	8	4	2	2	5	8	-7	1
COC(=O)c1ccc(CSc2nc(N)cc(N)n2)cc1	1	15	-1	-1	0	-8	0	-3	0
Nc1nc(NCc2ccc(Cl)cc2)nc(NCCO)c1[N+](=O)[O-]	-80	10	-1	8	-1	3	6	5	2

The closing 6 records of the part above come first, to join the parts.
SMILES	MDM2 E3 inh	FXIIa inh	Wee1 stabilizer	hK5 inh	14-3-3 Bad PPI	eIF4E-4G inh	p97 inhibitor	FXIa inh	Rad51 HR inh
COC(=O)c1c(C)[nH]c(C(=O)OCC(=O)N2c3ccccc3NC(=O)C2(C)C)c1C	-13	13	-2	-25	-16	6	1	6	0
Cc1cc(C)c(S(=O)(=O)N2CCCC(C(=O)NCCC3=CCCCC3)C2)c(C)c1 (configuration not stated)	-12	17	-2	-11	-1	-2	4	0	nt
Cc1ccc(S(=O)(=O)Nn2c(O)c(C=C3N=c4ccccc4=N3)sc2=S)cc1	-17	13	-2	2	6	5	2	1	14
CCS(=O)(=O)NCCCc1ccccc1	-4	8	4	2	2	5	8	-7	1
COC(=O)c1ccc(CSc2nc(N)cc(N)n2)cc1	1	15	-1	-1	0	-8	0	-3	0
Nc1nc(NCc2ccc(Cl)cc2)nc(NCCO)c1[N+](=O)[O-]	-80	10	-1	8	-1	3	6	5	2
Cc1cc(/C=C2/C(=O)N(C)C(=S)N2C)ccc1N1CCCC1	-25	10	-1	1	-12	5	2	1	i
CCn1c(N)c(Br)c(=O)[nH]c1=O	4	10	1	2	-11	1	2	-1	0
O=c1oc2ccccc2c2[nH]ccc12	-12	10	-2	2	-5	2	3	2	0
C=CCSc1n[nH]c(=O)n1-c1cccc(C(F)(F)F)c1	-17	6	0	7	-5	-2	-2	6	10
O=C(/C=C/c1ccc(O)c(O)c1)OC1C(O)CC(OC(=O)/C=C/c2ccc(O)c(O)c2)(C(=O)O)CC1O (configuration not stated)	-6	8	-2	-4	-14	1	11	-7	4
COc1ccc(CN2CCN(C(=O)c3ccco3)CC2)cc1OC	-1	nt	0	0	31	1	3	8	8
Cc1ccc(C)n1NC(=O)c1ccccc1O	-10	20	-2	-8	-26	11	7	6	-11
C=C(C)CSc1nc(C)c(Cc2ccccc2)c(=O)[nH]1	21	8	-2	-2	1	0	-3	4	-1
O=[N+]([O-])c1cccc(S(=O)(=O)c2cccc([N+](=O)[O-])c2)c1	6	3	2	8	-4	0	-2	-1	nt
Cc1cc(NS(=O)(=O)c2ccc(NC(=O)CSc3nnc(-c4ccco4)n3Cc3ccco3)cc2)nc(C)n1	9	13	0	-10	-1	17	4	8	10
CC(=O)Nc1ccccc1OC(C)C(=O)NC(C)c1ccc(F)cc1 (configuration not stated)	-1	9	-1	-16	4	11	3	10	12
CCOC(=O)Cc1nnc(NC(=O)CSc2nncn2C)s1	4	10	-2	-1	8[fluorescence artefact?]	-3[fluorescence artefact?]	-3	2	-7
CNc1nc(-c2ccc3c(c2)CCN3C(=O)c2ccc(F)cc2)cs1	-1	10	-2	7	-8	-1	4	2	-14
COCCCn1c(-c2ccccc2)nc2ccccc2c1=O	8	15	-3	-1	-6	2[fluorescence artefact?]	3	2	6
Nc1c(N2CCCC2)c2ccccc2oc1=O	0	4	-1	-1	-21	3	3	-1	4
C[C@H](CO)NC(=O)[C@H](C)[C@H]1C[C@]1(C)[C@H](NC(=O)OCc1ccccc1)c1ccccc1	nt	17	-2	-8	-4	-1	0	9	-2
O=C(C1CCCCC1)N1CCc2[nH]c3ccc(F)cc3c2C1	-1	0	0	-8	-6	0	-1	-7	-2
COC(=O)c1c(NC(=O)CSc2ncnc3[nH]ncc23)sc2c1CCC2	-10	6	-1	-2	5	0	1	-4	-14
O=S(=O)(N/N=C\C=C\c1ccccc1)c1ccc(Br)cc1	-10	5	-1	19	-10	6	2	9	-7
O=C(Nc1nnc(-c2ccco2)o1)c1ccc2ccccc2c1	-1	2	-2	-61	-6	6	2	-3	3
Cc1cc(C(=O)OCC(=O)N2CCOCC2)ccc1[N+](=O)[O-]	-16	2	-1	-3	-6	-5	7	-1	3
CC1CCN(c2ccc(C(=O)N3CCOCC3)cc2[N+](=O)[O-])CC1	1	14	2	-20	-9	8	3	1	4
COc1cccc(NC(=O)CSc2nc3c(oc4ccccc43)c(=O)[nH]2)c1	2	1	-2	-15	-2[fluorescence artefact?]	3[fluorescence artefact?]	7	5	3
O=C1c2ccccc2NC(c2ccc(Cl)cc2Cl)N1O (configuration not stated)	-5	15	-2	-30	0	-2	6	0	-5
Cc1ccc2nc(-c3ccncc3)c(NC3CCCC3)n2c1	-6	-1	-5	-2	-6	-1	-1	1	1
CC(C)C1N=C2c3ccccc3N=C(SCC#N)N2C1=O (configuration not stated)	-17	5	-3	-12	27	8	2	-9	-2
COc1ccc(C2=NNC(c3cccnc3)=Nc3ccc(OC)cc32)cc1	3	14	-4	4	-4	1	11	1	2
COCc1cc(C)nc2sc(C(=O)Nc3nccs3)c(N)c12	-22	-4	4	-3	-2[fluorescence artefact?]	-2[fluorescence artefact?]	5	-7	3
O=C(CCc1ccccc1)Nc1nc2nc(-c3ccccc3)cc(=O)n2[nH]1	-17	13	-1	-17	33[fluorescence artefact?]	0	4	1	0
CCNS(=O)(=O)c1ccc2nc(NC(=O)/C=C/c3cc(OC)c(OC)c(OC)c3)sc2c1	-5	-7	-3	-28	4	14[fluorescence artefact?]	-1	-4	5
COc1ccccc1N1CCN(C(=O)c2sc3nc(-c4ccccc4)cn3c2C)CC1	-10	5	2	5	-12	-6	-6	1	-4
Nn1c(C2CCCCC2)nc2ccccc2c1=O	nt	62*	-2	39	-1	-2	-5	58*	-8
O=C1c2ccccc2C(=O)N1CC1c2ccccc2CCN1C(=O)N1CCOCC1 (configuration not stated)	-4	9	0	2	10	-13	4	-3	-5
CC1CCCCN1CC(=O)NC(c1ccccc1)c1ccccc1 (configuration not stated)	-2	11	-1	5	49	0	-1	0	-4
CC(=O)OC(C(=O)N1CCOCC1)c1c(F)cccc1F (configuration not stated)	-5	2	0	nt	-5	-3	-3	-2	11
Cc1ccc(C(=O)NNC(=O)C(C)Sc2nc(N)cc(N)n2)cc1 (configuration not stated)	-11	3	-3	2	-6	4	2	-7	4
CCCSc1nc2ccccc2n1CC(=O)O	-12	12	-3	1	-8	-3	3	3	nt
O=C(NCCN1C(=O)C2C3C=CC(C3)C2C1=O)Nc1ccccc1 (configuration not stated)	-81	107*	0	39	-5	-1	2	5	9
CC(C)CNC(=O)COC(=O)/C=C/c1ccco1	12	6	-2	-10	-6	22	5	3	5
O=C(Nc1ccc(F)cc1F)c1cc2ncc(Br)cn2n1	-11	15	1	0	1	7[fluorescence artefact?]	4	5	-10
